Assay outcomes from PubChem BioAssay.
GLP1R inv ag: inverse agonists of human GLP-1 receptor | P43220 | Potency, µM (highest dose often 38.3 µM), for inactives: at the highest dose activity change, negative = inhibition, most hits filed as inhibitors | hit rate 1.6% among 410,000 | HEK293 GLP-1R CRE-luciferase, luminescence, 24 h; GLP-1R form is constitutively active; further: potency means the concentration at half of the fitted maximal effect; on the % scale 0 is the no-effect control and ±100 the full control effect; nearly all actives have a fitted effect of over 55% in size
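Stable HEK293 clone (constitutively active GLP-1R + cAMP-response luciferase); 200 cells/uL plated, 12 h pre-culture, compound 24 hr, 37 deg C/5% CO2; detection reagent 12 min RT; luminescence.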
EPAC1 agonist: agonists of human EPAC1; O95398; EPAC1 agonist qHTS, biochemical assay; response scale: 100% = response to 6.5 mM cAMP; Potency, µM (titrated, usually from 154 µM), inactives show top-dose activation, usual class: activators; hit rate 0.073% among 360,000; AID 720707; further: potency means the concentration at half of the fitted maximal effect; nearly all actives have a fitted effect of over 60% in size
Target sequence (O95398 whole entry, looked up): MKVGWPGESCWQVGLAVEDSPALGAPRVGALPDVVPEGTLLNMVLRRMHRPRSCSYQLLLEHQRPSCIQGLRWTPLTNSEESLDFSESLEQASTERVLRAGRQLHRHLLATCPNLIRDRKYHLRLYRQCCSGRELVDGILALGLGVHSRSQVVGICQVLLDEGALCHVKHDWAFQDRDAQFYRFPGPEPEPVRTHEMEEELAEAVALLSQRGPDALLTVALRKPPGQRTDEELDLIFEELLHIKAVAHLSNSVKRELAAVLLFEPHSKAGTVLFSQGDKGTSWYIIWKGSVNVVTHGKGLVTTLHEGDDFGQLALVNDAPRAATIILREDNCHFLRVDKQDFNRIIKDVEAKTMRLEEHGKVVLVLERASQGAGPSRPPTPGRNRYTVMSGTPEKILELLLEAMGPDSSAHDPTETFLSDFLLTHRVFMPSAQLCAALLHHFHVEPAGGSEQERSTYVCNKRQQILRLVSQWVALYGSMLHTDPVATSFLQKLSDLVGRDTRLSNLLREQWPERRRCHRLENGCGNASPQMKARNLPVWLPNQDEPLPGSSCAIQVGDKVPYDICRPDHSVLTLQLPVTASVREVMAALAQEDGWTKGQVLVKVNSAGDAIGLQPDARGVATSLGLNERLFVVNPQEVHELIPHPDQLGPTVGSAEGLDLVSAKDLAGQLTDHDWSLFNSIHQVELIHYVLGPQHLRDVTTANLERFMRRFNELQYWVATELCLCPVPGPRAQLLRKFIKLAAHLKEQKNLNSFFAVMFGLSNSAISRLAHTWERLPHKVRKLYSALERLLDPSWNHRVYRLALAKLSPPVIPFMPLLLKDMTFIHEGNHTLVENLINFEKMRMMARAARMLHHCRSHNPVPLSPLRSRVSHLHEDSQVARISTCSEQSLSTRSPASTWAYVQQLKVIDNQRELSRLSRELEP
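Nucleotide exchange by EPAC1 (100 nM) on Rap1B–BODIPY-GDP (250 nM) in the presence of 50 uM GDP is tracked fluorescently at 480/540 nm over 30 min. Signals are normalized to a 6.5 mM cAMP control.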
EPAC1 antagonist: EPAC1 (human) antagonism. EPAC1 GEF assay, Rap1b-BODIPY-GDP exchange fluorescence. Potency, µM (top dose mostly 115 µM), for inactives: at the highest dose activity change, negative = inhibition, most hits filed as inhibitors. hit rate 0.14% among 360,000;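 further: potency means the concentration at half of the fitted maximal effect; plate controls were vehicle for no effect and positive control for full effect; nearly all actives have a fitted effect of over 50% in size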
GLP-1R agonist: GLP-1 receptor (human) agonism. P43220. HEK293 GLP-1R CRE-luciferase, luminescence, 4-6 h; cells express a hypersensitive GLP-1R form. hit rate 0.007% among 380,000. Potency, µM (highest dose often 45.6 µM), without a hit: at the top dose activation, actives largely listed as activators; further: potency means the concentration at half of the fitted maximal effect; % of control where 0% means no effect
PI5P4K alpha inh: inhibitors of human PI5P4K alpha; P48426; hit rate 1.2% among 330,000; PI5P4Kalpha enzyme, ADP-Glo luminescence, 60 min; active compounds read low; max response, %; active means max response of -50% or lower; inconclusive means between -30% and -50%; inactive means -30% or higher; further: value at the top dose of about 77 µM; on the % scale 0 is the no-effect control and ±100 the full control effect
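Quantitative HTS of the MLSMR library against PI5P4Kalpha with substrate. ATP added last at 5 microM final; room temperature, 60 minutes. Remaining ATP depleted, ADP converted and read as luminescence.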
PLK1 PBD inh: PLK1 (human) polo-box domain binding inhibition; P53350; Plk1 PBD binding of FITC phosphopeptide, fluorescence polarization; Potency, µM, for inactives: max response, negative = inhibition, hits mostly inhibitors; hit rate 2.8% among 360,000; AID 720504; further: potency means the concentration at half of the fitted maximal effect; series mostly up to about 57 µM; on the % scale 0 is the no-effect control and ±100 the full control effect; nearly all actives have a fitted effect of over 65% in size
HEK293 tox: cytotoxicity counter-screen for GLP-1 receptor inverse agonists; Potency, µM (doses to about 38.3 µM), without a hit: at the top dose activity change, negative = inhibition, usual class: inhibitors; HEK293 cAMP-luciferase reporter cells, luminescence, 24 h; hit rate 0.13% among 410,000;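 further: loss of luciferase light is scored as toxicity; potency means the concentration at half of the fitted maximal effect; on the % scale 0 is the no-effect control and ±100 the full control effect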
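Quantitative HTS format, 1536 wells, 200 cells/uL seeded. Compounds: 23 nL, 24 h, 37 °C. Detection: luciferase reagent, luminescence at 12 min RT; decreased signal taken as cytotoxic.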
IL-2 act: IL-2 activation; activation, % (series mostly up to about 46 µM); IL-2 activation reporter assay, cell-based qHTS; stimulated with anti-CD3/CD4/CD28 beads; in transgenic mouse T cells; hit rate 0.065% among 360,000; in the data active means activation above about 50%; inconclusive means mostly about 30% to 49%; further: 0% is about no effect
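Readout is EGFP and DsRed signal by fluorescent plate cytometry after 18 h at 37 degrees C. Transgenic mouse T cells (750/well) received compound for 60 min before bead stimulation (anti-CD3, anti-CD4, anti-CD28); memory T cells served as non-tolerant control.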
PTHR1 ag: agonists of human PTHR1 parathyroid hormone receptor | Q03431 | HEK293 GP2 PTHR1 cells, GloSensor cAMP luminescence, 1 h | Potency, µM (doses to about 115 µM), for inactives: at the highest dose activation, most hits filed as activators | hit rate 0.075% among 410,000; further: potency means the concentration at half of the fitted maximal effect; nearly all actives have a fitted effect of over 55% in size; some results filed as inactive show a strong effect at the top dose; inactives centre near -15; many of its hits are not listed in these tables
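HEK-293-derived GP2 cells expressing PTHR1 and a GloSensor cAMP reporter, 3,000/well, plated overnight, given luciferin plus IBMX (each 0.5 mM as added) for 1 h at 37 °C, then compound for 1 h at 37 °C. Luminescence was read after 15 min at room temperature.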
Starred values were filed as active, the others as inactive; i = inactive; ? = inconclusive; . = no result given; & = joins results of further samples; [ ] = dose if it differs, or a comment. Unless noted, the call rests on the fitted dose curve; in most records, active means well fitted curve in the direction sought with a large enough effect; inconclusive means small, poorly fitted or top-dose-only effect, or another doubt; inactive means no such curve, though single readings can be large; an effect the other way counts as inactive or inconclusive.

Molecule | PLK1 PBD inh | PTHR1 ag | PI5P4K alpha inh | GLP1R inv ag | EPAC1 antagonist | EPAC1 agonist | IL-2 act | GLP-1R agonist | HEK293 tox
Cn1nnnc1SCC(=O)Nc1ccc(Br)cc1Cl | -2% | -8% | 2 | 12% | -5% | 5% | 0.0 | -9% | -5%
Cc1ccc(CC2C(=O)N(CC(=O)O)C(=O)C2C)cc1 (stereo not given) | 2% | i | 0 | 8% | 3% | 0% | 1.2 | -1% | 8%
COc1ccc(NC(=O)COC(=O)c2cc(=O)c3ccccc3o2)cc1OC | -1% | -1% | -10 | 16% | 12% | -2% | -4.8 | 4% | -10%
CC1CCCCC1NC(=O)c1nnc(Cc2ccc(Cl)cc2)o1 (stereo not given) | 1% | -5% | -3 | -4% | 1% | -12% | -1.2 | -2% | 4%
O=C(Cn1cccc1)N1CCc2ccccc21 | -8% | i | . | 13% | 0% | 7% | -0.2 | 1% | 5%
Cc1ccc(NC(=O)CSCCc2ccccn2)nc1 | -9% | -23% | -1 | 7% | 0% | 0% | -0.3 | -15% | -3%
CC1=C(C(=O)N2CCOCC2)CC(CC(=O)NCc2cccc3ccccc23)C(=O)N1CCC1=CCCCC1 (stereo not given) | -15% | -12% | -1 | -26% | -18% | -17% | -3.4 | 0% | 12%
CC(=O)c1ccc(Nc2nc3ccccc3nc2NS(=O)(=O)c2cccs2)cc1 | ? | -46%[inhibitor] | 1 | -14% | -21% | -1% | -0.1 | -9% | 5%
O=C(CNC(=O)c1ccccc1Br)N/N=C/c1cccs1 | -6% | -3% | 3 | 9% | -12% | -11% | -0.8 | -1% | 0%
O=C(O)c1ccc(CP(=O)(c2ccccc2)c2ccccc2)cc1 | -5% | i | -2 | 5% | -6% | 0% | -1.0 | -3% | 6%
CCN(CC)S(=O)(=O)c1cccc(C(=O)NN2Cc3ccccc3C2=N)c1 | -3% | i | 8 | 4% | -2% | 2% | 0.5 | -8% | 1%
O=C(N/N=C/c1ccco1)c1cc(-c2cccc3ccccc23)n[nH]1 | -6% | -6% | . | 0% | -5% | 21% | -0.8 | 15% | 3%
CCCc1cnc(NCCNCC(O)COc2ccc(Cl)c(Cl)c2)nc1 (stereo not given) | -14% | i | 45 | 5µM* | 5% | 1% | -5.1 | 3% | ?
CCOC(=O)C1=CCN(S(=O)(=O)c2ccccc2C)C1c1cccc(C)c1 (stereo not given) | 0% | -4% | 1 | ? | -8% | -6% | 0.3 | 18% | 4%
C=CC[C@@H](CC(=O)N[C@@H](CO)Cc1ccccc1)C(=O)NC[C@H](OC(=O)[C@@H](CC=C)Cc1ccc(F)cc1)c1ccccc1 | -18% | -22% | 6 | -21% | 1% | -9% | -2.7 | 8% | -2%
C/[N+]([O-])=C/c1c(OCc2ccccc2)ccc2ccccc12 | -11% | 1% | 7 | 3% | -1% | 13% | 1.1 | -1% | 23%
CN(C)S(=O)(=O)c1cccc(NC(=O)COC(=O)CCc2nc3ccccc3s2)c1 | -1% | i | -3 | 5% | 2% | -1% | -0.3 | 0% | -4%
CCOc1ccc(OCC)c(NC(=O)C2CCN(c3nn4c(=O)cc(C)nc4s3)CC2)c1 | -4% | i | -1 | ? | 0% | 0% | -0.2 | -6% | -5%
S=c1[nH]nc(CCc2ccccc2)n1Cc1ccccc1 | -9% | -6%[57.5 µM] | -8 | -18% | 0% | 2% | 1.7 | -10% | -29%
Cc1ccc(NC(=O)c2sc3ncn(CC(=O)N4CCN(c5ccccn5)CC4)c(=O)c3c2C)cc1 | ? | -36%[inhibitor] | 2 | -8% | -1% | 6% | -1.5 | 13% | -22%
CCOC(=O)C1CCN(C(=O)c2ccccc2Oc2ccccc2)CC1 | -1% | i | -2 | 8% | 4% | 2% | 0.4 | 3% | 2%
N#C/C(=C\c1ccc[nH]1)Sc1nc2ccccc2s1 | -10% | -72%[inhibitor] | 2 | ? | ? | 4% | -2.7 | 7% | -1%
COc1ccc(-n2nc(C(=O)NCC(=O)N3CCN(c4ccccc4)CC3)c3ccccc3c2=O)cc1OC | 4% | -15% | 1 | -19% | -9% | -7% | -0.6 | 15% | -15%
COc1ccc(C(=O)N/C(=C\c2ccco2)C(=O)NCc2ccco2)cc1 | -18% | -8% | -2 | -1% | 37%[activator] | 3% | -3.4 | -1% | 1%
COc1ccccc1NC(=O)CSCc1cc(=O)n2ccsc2n1 | -9% | i | 2 | 2% | -9% | -11% | -2.0 | -5% | -4%

Structural class, the compounds so far with a COOH group.
Molecule | PLK1 PBD inh | PTHR1 ag | PI5P4K alpha inh | GLP1R inv ag | EPAC1 antagonist | EPAC1 agonist | IL-2 act | GLP-1R agonist | HEK293 tox
Cc1ccc(CC2C(=O)N(CC(=O)O)C(=O)C2C)cc1 (stereo not given) | 2% | i | 0 | 8% | 3% | 0% | 1.2 | -1% | 8%
O=C(O)c1ccc(CP(=O)(c2ccccc2)c2ccccc2)cc1 | -5% | i | -2 | 5% | -6% | 0% | -1.0 | -3% | 6%

New compounds follow:
Molecule | PLK1 PBD inh | PTHR1 ag | PI5P4K alpha inh | GLP1R inv ag | EPAC1 antagonist | EPAC1 agonist | IL-2 act | GLP-1R agonist | HEK293 tox
Cc1ccc(NC(=O)CN(C)C(=O)Cc2c(Cl)cccc2Cl)cc1 | -2% | i | 2 | ? | -5% | 6% | -0.8 | 15% | -1%
O=C(c1cccc(F)c1)N1CCN(C(=O)c2cc3ncc(Br)cn3n2)CC1 | -10% | -3% | . | 24% | -2% | 5% | 0.7 | 0% | 1%
COCc1nnc(NC(=O)CC(C)c2ccccc2)s1 (stereo not given) | -8% | -17% | -3 | -14% | -1% | -1% | -1.1 | -9% | 10%
CCOc1ccc(OCCC(=O)Nc2ccc(N3CCOCC3)cc2N2CCOCC2)cc1 | -3% | -3% | -8 | -16% | 19% | -12% | -2.0 | -6% | -5%
O=S(=O)(NCC(c1ccco1)N1CCOCC1)c1ccc(Cl)cc1 (stereo not given) | -9% | -1% | 4 | 3%&7% | 3% | 7% | 1.0 | 2% | 14%&20%
O=C(NCCCN1CCOCC1)c1ccc2c(=O)n(Cc3cccc(Br)c3)c(=S)[nH]c2c1 | -11% | -11% | 1 | ? | 0% | 14% | 0.5 | 22% | -11%
CCOC(=O)CN(C(=O)Cn1nnc(-c2ccc(C)cc2)n1)C(CC)C(=O)NC1CCCC1 (stereo not given) | -5% | -11% | . | ? | 6% | 3% | -2.7 | 1% | -21%
COc1ccc(OCCC(=O)N2CCN(C)CC2)cc1 | 1% | i | 2 | 12% | 5% | 26% | 0.2 | -4% | 2%
COCC(=O)Nc1cc([N+](=O)[O-])ccc1OC | -2% | i | -1 | 21% | 1% | 2% | 0.9 | -1% | -3%
O=C(c1cccs1)N1CCN(c2nc3ccc([N+](=O)[O-])cc3s2)CC1 | 0% | i | -5 | 2% | -9% | 4% | -2.1 | -2% | -6%
CCC1(COC(NC(=O)c2cccnc2)(C(F)(F)F)C(F)(F)F)COC1 | 1% | i | -6 | 12% | -10% | -10% | 0.7 | -7% | -2%
CC[C@@H](C)[C@@H]1CN([C@@H](C)CN2CCC[C@H]2CN2C(N)=NC[C@@H]2Cc2ccccc2)C(=N)N1CCCC1CCCC1 | -18% | -4% | -22 | 11% | -13% | 0% | -3.8 | 7% | 4%
Cc1cc(NC(=O)CCC(=O)N(c2ccccc2)C(C(=O)NC(C)(C)C)c2ccccc2Cl)no1 (stereo not given) | 0% | i | 4 | ? | -14% | -6% | 2.6 | 0% | -8%
O=C(NCc1ccccc1)c1ccc(S(=O)(=O)N2CCCCCC2)cc1 | 1% | -21% | 1 | ? | -2% | -1% | -0.9 | -5% | -4%
C#CCOCCOCCOCCNc1nc(N2CCN(C(=O)Cn3cc(CC(C)O)nn3)CC2)nc(N2CCN(C(=O)[C@H](CCCCN)n3cc(CC(C)O)nn3)CC2)n1 (stereo not given in full) | -3% | i | 5 | 0% | 13% | -2% | 0.9 | -1% | -5%

In the list so far, six contain a Cl atom:
Molecule | PLK1 PBD inh | PTHR1 ag | PI5P4K alpha inh | GLP1R inv ag | EPAC1 antagonist | EPAC1 agonist | IL-2 act | GLP-1R agonist | HEK293 tox
Cn1nnnc1SCC(=O)Nc1ccc(Br)cc1Cl | -2% | -8% | 2 | 12% | -5% | 5% | 0.0 | -9% | -5%
CC1CCCCC1NC(=O)c1nnc(Cc2ccc(Cl)cc2)o1 (stereo not given) | 1% | -5% | -3 | -4% | 1% | -12% | -1.2 | -2% | 4%
CCCc1cnc(NCCNCC(O)COc2ccc(Cl)c(Cl)c2)nc1 (stereo not given) | -14% | i | 45 | 5µM* | 5% | 1% | -5.1 | 3% | ?
Cc1ccc(NC(=O)CN(C)C(=O)Cc2c(Cl)cccc2Cl)cc1 | -2% | i | 2 | ? | -5% | 6% | -0.8 | 15% | -1%
O=S(=O)(NCC(c1ccco1)N1CCOCC1)c1ccc(Cl)cc1 (stereo not given) | -9% | -1% | 4 | 3%&7% | 3% | 7% | 1.0 | 2% | 14%&20%
Cc1cc(NC(=O)CCC(=O)N(c2ccccc2)C(C(=O)NC(C)(C)C)c2ccccc2Cl)no1 (stereo not given) | 0% | i | 4 | ? | -14% | -6% | 2.6 | 0% | -8%

These rows are one share of the data; count on the stated rates, not on these rows.
